TGFb inhibitor: inhibitors of TGF-b signaling | HepG2 CAGA-GFP TGF-b/SMAD3 reporter, GFP fluorescence, 18 h; TGF-beta stimulated, 500 pg/mL final | Potency, µM (titrated, usually from 46.1 µM), without a hit: at the top dose activity, negative = inhibition, hits mostly inhibitors | 410,000 tested, 1.2% active | AID 588855; also: % is scaled to controls: 0 for no effect and ±100 for the full control effect; nearly all actives have a fitted effect of over 65% in size
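Inhibition was scored as loss of TGF-beta-induced (500 pg/mL final, 18 hours, 37 degrees C) GFP in HEPG2 cells carrying a CAGA-GFP reporter, in DMEM with 1% FBS. Well GFP was summed per cell; Activity was normalised to unstimulated and stimulated DMSO wells, then concentration-response fitting.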
EPAC2 antag: EPAC2 (human) antagonism. Potency, µM (top dose mostly 114 µM), for the others: at the highest dose activity, negative = inhibition, hits mostly inhibitors. EPAC2 GEF exchange of Rap1B-BODIPY-GDP, fluorescence. 360,000 tested, 0.18% active. Q8WZA2; also: % is scaled to controls: 0 for no effect and ±100 for the full control effect; nearly all actives have a fitted effect of over 45% in size; many of its hits are not listed in these tables
Target sequence (Q8WZA2 whole entry, looked up): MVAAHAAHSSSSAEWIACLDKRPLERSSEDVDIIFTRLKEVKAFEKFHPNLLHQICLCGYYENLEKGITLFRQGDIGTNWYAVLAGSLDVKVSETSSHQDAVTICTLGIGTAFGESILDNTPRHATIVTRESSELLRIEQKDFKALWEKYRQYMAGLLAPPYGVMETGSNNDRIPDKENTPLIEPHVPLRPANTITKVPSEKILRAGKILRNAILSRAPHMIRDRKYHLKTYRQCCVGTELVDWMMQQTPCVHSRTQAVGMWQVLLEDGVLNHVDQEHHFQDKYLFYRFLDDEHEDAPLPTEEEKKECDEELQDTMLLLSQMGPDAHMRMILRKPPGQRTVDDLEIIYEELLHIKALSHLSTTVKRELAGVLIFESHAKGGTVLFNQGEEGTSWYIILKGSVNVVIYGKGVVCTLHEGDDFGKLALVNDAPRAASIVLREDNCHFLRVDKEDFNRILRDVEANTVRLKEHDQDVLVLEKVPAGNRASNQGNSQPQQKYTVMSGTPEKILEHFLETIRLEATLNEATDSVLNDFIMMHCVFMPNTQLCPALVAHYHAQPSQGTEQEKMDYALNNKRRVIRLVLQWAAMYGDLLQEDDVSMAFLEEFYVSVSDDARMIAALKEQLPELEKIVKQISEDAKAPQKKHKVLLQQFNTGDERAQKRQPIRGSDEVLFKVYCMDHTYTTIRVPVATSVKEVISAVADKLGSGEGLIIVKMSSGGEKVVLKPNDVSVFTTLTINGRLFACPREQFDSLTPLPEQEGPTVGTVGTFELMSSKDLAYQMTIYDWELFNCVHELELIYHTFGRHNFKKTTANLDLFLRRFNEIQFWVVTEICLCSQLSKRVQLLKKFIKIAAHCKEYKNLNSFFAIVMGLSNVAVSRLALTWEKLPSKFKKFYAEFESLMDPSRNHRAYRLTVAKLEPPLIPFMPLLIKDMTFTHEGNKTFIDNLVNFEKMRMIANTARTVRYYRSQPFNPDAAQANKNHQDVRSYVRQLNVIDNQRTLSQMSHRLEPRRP
ATXN2 expr inh: reduces ATXN2 reporter expression in HEK-293 cells; HEK-293 ATXN2-luciferase reporter, luminescence, 24 h; Potency, µM (titrated, usually from 57 µM), without a hit: at the highest dose activity change, negative = inhibition, usual class: inhibitors; 360,000 tested, 0.72% active; also: % is scaled to controls: 0 for no effect and ±100 for the full control effect; nearly all actives have a fitted effect of over 55% in size
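ATXN2-luciferase reporter cells (luciferase flanked by upstream and downstream ATXN2 gene portions) were treated 24 h at 37 °C with compounds at up to 57 uM. SteadyGlo luminescence gave expression; GF-AFC fluorescence gave viability.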
S2 tox: reduces viability in counter-screen for ATXN expression inhibitors; S2 cells (HEK-293 line with an ATXN2-luciferase reporter) viability, CellTiter-Fluor protease fluorescence, 24 h; Potency, µM (top dose mostly 56.7 µM), usual class: cytotoxic; 400,000 tested, 0.49% active; AID 651635; also: nearly all actives have a fitted effect of over 40% in size
A549 tox: kills or reduces viability of A549 cells in Nrf2 counter-screen; A549 ARE-Fluc cells, CellTiter-Fluor viability, 18-24 h; Potency, µM (highest dose often 46 µM), without a hit: top-dose activity change, negative = cytotoxicity, most hits filed as inhibitors; 390,000 tested, 0.16% active; also: % is scaled to controls: 0 for no effect and ±100 for the full control effect
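A549 ARE_Fluc cells in 5% FBS OPTI-MEM were exposed to compounds in concentration-response for 18-24 h at 37 deg C. Viability was read by CellTiter-Fluor fluorescence (Ex 405/Em 525) after 30 min, before the luciferase read.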
MCF10A rereplic: inducers of DNA re-replication in MCF 10A breast cells; Potency, µM (series often up to 46.1 µM), without a hit: at the highest dose activity, positive = re-replication, most hits filed as activators; MCF 10A DNA re-replication, Hoechst nuclear intensity, 48 h; 350,000 tested, 2.9% active; also: % of control where 0% means no effect; nearly all actives have a fitted effect of over 50% in size
Nrf2 inh: Nrf2 pathway inhibition; Potency, µM (titrated, usually from 46 µM), for the others: top-dose activity change, negative = inhibition, most hits filed as inhibitors; 360,000 tested, 2.1% active; A549 ARE-Fluc reporter, luciferase luminescence, 18-24 h; AID 504444; also: % is scaled to controls: 0 for no effect and ±100 for the full control effect; nearly all actives have a fitted effect of over 60% in size
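In this cell-based qHTS, ARE-driven firefly luciferase in A549 cells reports Nrf2 activity; the luminescent signal after BugLite lysis is the measured value, with a prior CellTiter-Fluor read for cell health.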
Nrf2 ARE act: activates Nrf2 signaling | AREc32 ARE-luciferase reporter (MCF7-derived line), luminescence, 24 h | Potency, µM (doses to about 46.1 µM), for the others: at the top dose activation, hits mostly activators | 410,000 tested, 0.31% active | AID 624171; also: % of control where 0% means no effect; nearly all actives have a fitted effect of over 65% in size
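For detection, Steady-Glo was added and plates sat 30 min at RT; before that, AREc32_Fluc cells grown overnight in OPTI-MEM/5% FBS had been treated with 23 nL compound for 24 hr at 37 deg C.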
HepG2 tox: counter-screen for TGF-b inhibitors: cytotoxicity in HepG2 cells | 410,000 tested, 0.76% active | HepG2 CAGA-GFP viability, ATP luminescence, 18 h | Potency, µM (top dose mostly 46.1 µM), for inactives: top-dose activity change, negative = cytotoxicity, most hits filed as cytotoxic; also: some results filed as inactive show a strong effect at the top dose
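CellTiter-Glo luminescence gave cytotoxicity after 18 hours at 37 degrees C. The cells were HepG2 CAGA-GFP in 1% FBS DMEM, stimulated with 500 pg/mL TGF-beta after compound addition. %Activity was normalised to no-cell wells (complete cell-killing) and DMSO (no toxicity), and curves were fitted and classified.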
Starred values were filed as active, the others as inactive; i = inactive; ? = inconclusive; · = no result given; [ ] = dose if it differs, or a comment. Calls follow the shape of the dose curve; as a rule, active = well fitted curve in the direction sought with a large enough effect; inconclusive = small, poorly fitted or top-dose-only effect, or another doubt; inactive = no such curve, though single readings can be large; an effect the other way counts as inactive or inconclusive. Potency is read from the fitted curve at half-maximal effect. This is a subset. The share of hits here may be higher or lower than overall.

A first look (8 entries):
SMILES | TGFb inhibitor | EPAC2 antag | ATXN2 expr inh | S2 tox | A549 tox | MCF10A rereplic | Nrf2 inh | Nrf2 ARE act | HepG2 tox
CN(CC(=O)Nc1cccc(S(=O)(=O)NC2=NCCC2)c1)Cc1ccccc1Cl | 4% | -3% | 3% | i | 6% | 27% | -15% | -0.8% | -12%
Cc1cc(NC(=O)C(C)SCC(=O)OC(C)C(=O)Nc2cccc(C#N)c2)no1 (stereo not drawn) | -13% | 6% | 1% | i | 6% | 13% | 11% | 0.8% | 0%
O=C(SCc1c(O)c2ccccc2oc1=O)c1ccccc1 | -5% | -19% | · | i | · | · | · | ? | -38%
CC(NC(=O)Nc1ccc(F)cc1)c1ccc2c(c1)OCO2 (stereo not drawn) | 1% | -9% | 13% | i | -6% | -23% | 2% | -0.8% | -3%
COc1ccccc1-c1nc(CNC(=O)NC2CCCCC2)c(C)o1 | -13% | · | 0% | i | -1% | · | · | -1.0% | -3%
Cn1c(CCNC(=O)c2cccs2)nnc1SCC(=O)N1CCN(c2ccccc2)CC1 | 33%[activator] | 2% | 2% | i | -11% | -5% | · | -0.1% | 9%
Cc1ccc(CS(=O)(=O)c2ncc(Cl)c(C(=O)Nc3nnc(C)s3)n2)cc1 | ? | -3% | ? | ? | ? | ? | ? | -1.8% | 16µM*
COc1ccc(S(=O)(=O)N2CCCC2=O)cc1N(C)S(C)(=O)=O | -2% | 6% | -26% | i | -1% | -32%[9.22 µM] | ? | -0.3% | 0%

This part in full, repeating the preview:
SMILES | TGFb inhibitor | EPAC2 antag | ATXN2 expr inh | S2 tox | A549 tox | MCF10A rereplic | Nrf2 inh | Nrf2 ARE act | HepG2 tox
CN(CC(=O)Nc1cccc(S(=O)(=O)NC2=NCCC2)c1)Cc1ccccc1Cl | 4% | -3% | 3% | i | 6% | 27% | -15% | -0.8% | -12%
Cc1cc(NC(=O)C(C)SCC(=O)OC(C)C(=O)Nc2cccc(C#N)c2)no1 (stereo not drawn) | -13% | 6% | 1% | i | 6% | 13% | 11% | 0.8% | 0%
O=C(SCc1c(O)c2ccccc2oc1=O)c1ccccc1 | -5% | -19% | · | i | · | · | · | ? | -38%
CC(NC(=O)Nc1ccc(F)cc1)c1ccc2c(c1)OCO2 (stereo not drawn) | 1% | -9% | 13% | i | -6% | -23% | 2% | -0.8% | -3%
COc1ccccc1-c1nc(CNC(=O)NC2CCCCC2)c(C)o1 | -13% | · | 0% | i | -1% | · | · | -1.0% | -3%
Cn1c(CCNC(=O)c2cccs2)nnc1SCC(=O)N1CCN(c2ccccc2)CC1 | 33%[activator] | 2% | 2% | i | -11% | -5% | · | -0.1% | 9%
Cc1ccc(CS(=O)(=O)c2ncc(Cl)c(C(=O)Nc3nnc(C)s3)n2)cc1 | ? | -3% | ? | ? | ? | ? | ? | -1.8% | 16µM*
COc1ccc(S(=O)(=O)N2CCCC2=O)cc1N(C)S(C)(=O)=O | -2% | 6% | -26% | i | -1% | -32%[9.22 µM] | ? | -0.3% | 0%
COc1ccc(-c2nc3c(=O)n(C)c(=O)[nH]c3n2CCc2ccccc2)cc1 | 0% | -1% | -3% | i | -9% | -7% | 6% | 0.0% | 6%
COc1ccc(N2C(=O)CCC(C(=O)Nc3ccccn3)C2c2ccc(OC)c(OC)c2)cc1 (stereo not drawn) | -8% | -3% | 13% | i | 4% | 10% | 1% | 0.2% | -4%
COc1cc(C(=O)OCCN2CCOCC2)cc(OC)c1OC | 2% | -3% | -1% | i | -3% | -1% | 3% | -0.5% | -45%
CS(=O)(=O)N(CC(=O)NCCSCc1cccc(Cl)c1)c1ccc(F)cc1 | -22% | -8% | 5% | i | -6% | 3% | 6% | -0.2% | 12%
O=C(c1cc(C(=O)N2CCOCC2)c2nc3ccccc3n2c1)c1ccccc1O | -5% | -6% | · | i | -12% | -1% | -16% | 3.1% | 4%
CCCCOC(=O)Cn1c(=O)n(CC(=O)OCCCC)c2cc(C)ccc21 | 0% | -14% | 0% | i | -3% | 8% | · | -0.3% | 4%
Cc1cc(-c2ccc(C)c(S(=O)(=O)Nc3cccc(CN4CCCC4)c3)c2)on1 | -12% | 4% | · | i | -1% | ? | -3% | 2.3% | -7%
CSc1nc2n(n1)C(c1cc(Br)ccc1F)C(C(=O)N(C)C)=C(C)N2 (stereo not drawn) | 0% | 7% | -4% | ? | · | 5% | 10% | 0.3% | 7%
Nc1cccc(S(=O)(=O)Nc2ccc(Br)cc2)c1 | 2% | -11% | -12% | i | -3% | 6% | ? | -0.7% | -6%
O=C(NCCc1ccccc1)c1ccnc(/C=N/O)c1 | 7% | -2% | 21% | i | 6% | 3% | 7% | 19% | -7%
Cc1ccc2nc3c(cc(C(=O)NCCc4ccccc4)c(=N)n3CCN3CCOCC3)c(=O)n2c1 | -7% | -2% | -18% | i | 0% | 18µM* | 17% | 0.5% | -30%
CCOc1cnc(-c2c(-c3c(Cl)cccc3Cl)noc2C)o1 | -27% | ? | 0% | i | 11% | ? | ? | 1.7% | -29%
O=C(C[C@H]1C/C=C\CCC(=O)OC[C@H]2CCCN2C1=O)NCCO | ? | 6% | 2% | i | -2% | -4% | 1% | -1.0% | 3%
CCCC/C(C)=N\NC(=O)CNS(=O)(=O)c1ccc([N+](=O)[O-])cc1 | 0% | -2% | -6% | i | -5% | -9% | -20% | 0.0% | 9%
CC(C)c1nc(SCC(=O)N2CCCCC2)c2c(=O)n(C)c(=O)n(C)c2n1 | 6% | -7% | · | i | · | · | · | 0.3% | -5%
O=C(CSc1nc2ccccc2n1Cc1ccc(Cl)cc1)N/N=C/c1ccccc1C(=O)O | -4% | ? | -21% | i | 4% | 10% | -16% | 0.3% | -16%
COc1ccc(S(=O)(=O)NC2CC(=O)N(c3ccc(C)c(C)c3)C2)cc1C (stereo not drawn) | -28% | 0% | 9% | i | 3% | 3% | 6% | 3.5% | -4%
O=C(Nc1ccc(Nc2ccccc2)cc1)c1cccc(F)c1 | 0% | -6% | -14% | ? | -8% | -4% | 20% | 4.3% | -17%
Cc1cc(C)n(Cc2cccc(F)c2)c(=O)c1C#N | 13% | 4% | 6% | i | 2% | 5% | 13% | 0.3% | -6%
CCCS(=O)(=O)c1nc(S(=O)(=O)c2ccc(C)cc2)c(NCc2ccc3c(c2)OCO3)s1 | 16% | 3% | 2% | i | 18% | 4% | 12% | -0.1% | 3%
O=C(CSC1=Nc2ccccc2C2=NC(CC(=O)NC3CCCCC3)C(=O)N12)NCc1ccco1 (stereo not drawn) | -2% | -1% | -1% | i | -3% | 11% | 27% | 0.4% | -9%
CN1CCN(C2OC(=O)c3ccccc32)CC1 (stereo not drawn) | -4% | 0% | -8% | i | -17% | 4% | 8% | 0.0% | -1%
COc1ccccc1NC(=O)CSc1nnc2c3ccccc3n(C(C)C)c2n1 | -3% | · | · | · | ? | · | 18µM* | 0.4% | -22%
CCCCN1C[C@H](CSC)[C@@H](CC(=O)NC)C1=O | 14% | 4% | 14% | i | · | · | · | 0.2% | 6%
COc1ccc(S(=O)(=O)N2CCOC2CNC(=O)C(=O)NCc2ccncc2)cc1OC (stereo not drawn) | -3% | 3% | 5% | ? | 3% | 1% | 4% | -1.0% | -10%
CC(=O)c1cc2c(cc1NC(=O)c1ccco1)OCCO2 | -8% | -15% | 8% | i | 10% | 8% | ? | ? | -16%
O=C(c1ccc2c(c1)OCO2)N1CCN(c2ccccc2)CC1 | 42%[activator] | 15% | -1% | i | 9% | -18% | · | -0.6% | 21%
CC[C@]12c3[nH]c4ccccc4c3CCN1C(=O)C(CC(=O)NCC13CC4CC(CC(C4)C1)C3)C[C@@H]2C(=O)N1CCN(C(=O)c2ccco2)CC1 (stereo partly drawn) | ? | -4% | ? | ? | ? | ? | ? | 4.8% | 7%
O=C(NCc1ccccc1F)c1ccc(S(=O)(=O)N2CCCCCC2)cc1 | -14% | 2% | · | ? | 0% | 3% | -6% | -0.6% | -6%
Cc1nc(-c2ccc(S(=O)(=O)Nc3ccc(S(N)(=O)=O)cc3)cc2)co1 | 5% | 1% | -5% | i | -2% | 14% | -30% | -0.2% | -9%
CCN1c2ccccc2-c2nc(SCC(=O)Nc3cc(F)ccc3F)ncc2S1(=O)=O | 9% | · | -21% | i | 4% | · | ? | 3.8% | -2%
CCN(CC)C(=O)C1CCCN(Cc2ccccc2)C1 (stereo not drawn) | 4% | 14% | 3% | i | 9% | -8% | 5% | -0.3% | 5%
Cc1[nH]c2ccccc2c1SCc1nnc(SCc2ccccc2)n1C | -11% | -1% | -10% | i | 3% | 15% | 26µM* | -1.0% | 4%
CCCOc1ccc(N2C(=O)CC(N3CCN(c4ccccc4OC)CC3)C2=O)cc1 (stereo not drawn) | 2% | -6% | 8% | i | -10% | 4% | -2% | 0.1% | 0%
OCC(O)/C=N/Nc1nc(N2CCCCC2)nc(N2CCCCC2)n1 (stereo not drawn) | -20% | 4% | -15% | i | 4% | 24% | -28% | -0.4% | -13%
O=C(NCc1ccccc1Cl)C1CCN(S(=O)(=O)c2ccc(-n3cnnn3)cc2)CC1 | 16% | 0% | 4% | · | -1% | 0% | 0% | -0.3% | 5%
COc1ccccc1N1C(=O)C2CCC(c3ccccc3)CC2C1=O (stereo not drawn) | -4% | -6% | -3% | i | -8% | 6% | -12% | -0.1% | -19%
O=c1c2sccc2n(Cc2cc(=O)n3ccccc3n2)c(=O)n1-c1ccccc1 | 2% | 12% | -6% | i | 0% | -70%[inhibitor] | -16% | 0.3% | 8%
Cc1ccc(NC(=O)c2c(-c3c(F)cccc3Cl)noc2C)cc1F | -7% | -8% | -39% | i | -7% | ? | -2% | -0.1% | -21%

Screening results as filed in PubChem.
